# Bioassay records: PubChem, several laboratories
# PLK1 kinase inh: human PLK1 kinase inhibitors, primary screen, biochemical, TR-FRET; hit rate 0.53% among 97,000; inhibition, % at 10 µM; recombinant PLK1 kinase, TR-FRET peptide phosphorylation;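 active means inhibition of 50% or more in the single-concentration screen; inactive means inhibition below 50%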;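 further: 0% = DMSO max control and 100% = H-89 dihydrochloride min control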
# ERa SRC1 pot: enhancers of ERα–SRC-1 coactivator binding, primary screen, biochemical, TR-FRET, ERα LBD, low estradiol | Estrogen receptor (Homo sapiens), P03372 | coactivator binding (% of control), % at 25.6 µM | TR-FRET ERalpha-LBD/SRC-Cy5 coactivator binding, 2 h; 100 = basal binding, no effect | hit rate 1.3% among 86,000; in the data active means activity above about 200%;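 further: binding measured in presence of low estradiol as agonist stimulus; 0% = peptide alone without receptor and 100% = receptor with peptide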
# PLK1 PBD inh: Plk1 polo box domain binding inhibitors, primary screen, biochemical, fluorescence polarization | AID 693, 2007 | inhibition, %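 (tested at about 20 µM)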 | Serine/threonine-protein kinase PLK1 (Homo sapiens), P53350 | Plk1 PBD phosphopeptide binding | hit rate 0.13% among 97,000; in the data active means inhibition above about 34%, passing the limit was not always enough
# FAK inh: FAK kinase inhibitors, primary screen, biochemical; Focal adhesion kinase 1 (Homo sapiens), Q05397; biochemical FAK kinase activity assay; inhibition, %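 (tested at 7 µM)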; hit rate 0.84% among 97,000; in the data active means inhibition above about 19%;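 further: 0% = DMSO and 100% = reference compound high control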
# Target sequence (Q05397 whole entry, looked up): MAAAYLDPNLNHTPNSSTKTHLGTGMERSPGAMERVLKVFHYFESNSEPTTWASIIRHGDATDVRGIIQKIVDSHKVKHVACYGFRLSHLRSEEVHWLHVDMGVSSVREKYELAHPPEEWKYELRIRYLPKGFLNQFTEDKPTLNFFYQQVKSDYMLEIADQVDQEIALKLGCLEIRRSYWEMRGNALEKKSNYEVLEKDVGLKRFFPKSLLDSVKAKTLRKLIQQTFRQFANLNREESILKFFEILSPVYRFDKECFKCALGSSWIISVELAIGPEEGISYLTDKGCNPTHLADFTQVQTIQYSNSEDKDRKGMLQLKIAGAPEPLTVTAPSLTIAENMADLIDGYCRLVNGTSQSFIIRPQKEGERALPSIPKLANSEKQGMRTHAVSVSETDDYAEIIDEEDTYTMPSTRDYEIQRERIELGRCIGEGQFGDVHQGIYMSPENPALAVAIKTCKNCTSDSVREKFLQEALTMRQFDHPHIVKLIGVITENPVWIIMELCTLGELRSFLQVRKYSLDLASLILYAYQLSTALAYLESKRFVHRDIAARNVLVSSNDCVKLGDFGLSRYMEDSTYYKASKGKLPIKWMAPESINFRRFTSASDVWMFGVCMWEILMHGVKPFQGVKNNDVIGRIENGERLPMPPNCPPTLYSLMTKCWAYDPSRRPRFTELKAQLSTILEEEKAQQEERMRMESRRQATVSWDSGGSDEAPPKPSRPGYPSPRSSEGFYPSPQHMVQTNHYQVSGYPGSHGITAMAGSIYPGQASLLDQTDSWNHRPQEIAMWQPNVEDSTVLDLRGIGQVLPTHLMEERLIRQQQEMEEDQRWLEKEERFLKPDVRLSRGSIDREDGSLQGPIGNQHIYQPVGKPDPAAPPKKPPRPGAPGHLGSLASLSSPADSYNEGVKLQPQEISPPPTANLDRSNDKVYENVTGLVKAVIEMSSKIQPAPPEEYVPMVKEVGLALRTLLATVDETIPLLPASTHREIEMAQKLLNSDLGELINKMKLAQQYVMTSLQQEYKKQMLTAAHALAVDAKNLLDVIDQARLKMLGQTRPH
# ERb coact inh: inhibitors of ERβ-SRC1 coactivator interaction, primary screen, biochemical, TR-FRET, ERβ LBD, SRC-1 peptide | Estrogen receptor beta (Homo sapiens), Q92731 | TR-FRET ER-beta LBD / SRC1-Cy5 peptide binding; receptor agonist-loaded with 1 µM estradiol | inhibition, % at 25.6 µM | hit rate 1.3% among 86,000 | AID 633, 2007;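 active means compounds whose percent inhibition of the receptor-coactivator binding signal exceeds about 50% in the single-dose screen, limit read from the data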;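 further: 0% = receptor plus peptide wells without compound and 100% = peptide-only wells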
# ERa coact inh: ERα–SRC-1 coactivator interaction inhibitors, primary screen, biochemical, TR-FRET, ERα LBD, estradiol-bound. Estrogen receptor (Homo sapiens), P03372. TR-FRET ER-alpha LBD / SRC-1 peptide. inhibition, % at 25.6 µM. hit rate 1.7% among 86,000; in the data active means inhibition above about 50%;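 further: 0% = receptor plus peptide control and 100% = peptide only without receptor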
# CD11b adhes inh: inhibitors of CD11b/CD18 adhesion to fibrinogen, primary screen, K562 cells, luminescence. hit rate 0.54% among 93,000. AID 1497, 2009. ATPlite luminescence; Mn2+ added to activate the integrin. inhibition, % at 10 µM;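 active means primary inhibition of 50% or more at 10 µM, then 40% or more on retest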; further: some results filed as inactive read as strong as hits
# HIV Rev-RRE inh: HIV-1 Rev-RRE binding inhibitors, primary screen, biochemical, FRET, protein-RNA interaction; Rev peptide-RRE RNA binding; inhibition, % at 8 µM; hit rate 0.79% among 97,000; AID 704, 2007;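 active means inhibition above the screen-wide mean plus 3 SD, cut at about 35% in these data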;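 further: 0% = median DMSO wells and 100% = median Neomycin B control wells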
#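 Material: labelled RRE RNA duplex and labelled Rev peptide / Buffer or medium: HEPES pH 7.5 salt buffer with EDTA / Compound dosing: single point, 8 µM final nominal compound concentration / Benchmarks: DMSO low control, neomycin B high control / Timing: 5 min preincubation and 15 min binding, 25 °C / Technique: FRET fluorescence readout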
# CD11b adhes enh: enhancers of CD11b/CD18 adhesion to fibrinogen, primary screen, K562 cells, luminescence | Integrin beta-2 (Homo sapiens) + Integrin alpha-M (Homo sapiens), P05107+P11215 | ATPlite luminescence | activation, % at 10 µM | hit rate 0.07% among 93,000 | AID 1499, 2009;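 active means 10 µM primary screen giving 50% or more activity, confirmed by 40% or more on retest at that dose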; further: strong numbers were not always called active
# Active calls of the source: *; nt = no result given; [ ] = dose if it differs, or a comment.
PLK1 kinase inh,ERa SRC1 pot,PLK1 PBD inh,FAK inh,ERb coact inh,ERa coact inh,CD11b adhes inh,HIV Rev-RRE inh,CD11b adhes enh,molecule
-21,nt,-27,0,nt,nt,2,54*,0,CC1=Nc2ccccc2/C1=C\c1nc(-c2ccccc2)oc1O
-8,91,-19,1,-12,0,4,13,0,CCOC(=O)CC(=O)CSc1nc2cc(C)ccc2cc1C
-2,67,2,-7,8,25,-4,3,-1,CCOC(=O)c1c(C)n(C(=O)c2ccco2)c(=O)n1C(=O)c1ccco1
-2,87,-8,0,-9,0,-21,6,3,O=C(COc1cccc2ccccc12)N1CCN(c2ccccc2)CC1
-11,nt,11,-3,nt,nt,2,11,-1,CN(C)C(=O)c1noc2cc([N+](=O)[O-])ccc12
-7,105,-18,-9,-5,-4,-10,1,1,Nc1nc(N2CCCCC2)nc2ccccc12
-3,nt,10,0,nt,nt,6,-6,-4,CCc1cc(-c2n[nH]c(=S)n2-c2ccccc2C)cs1
-12,nt,5,1,nt,nt,-6,8,-3,CCOc1ccc(-c2nc(CSc3nnc(N)s3)cs2)cc1
-11,nt,11,0,nt,nt,20,7,3,O=C1CCN(C(=O)Nc2ccccc2)N1
-5,109[fluorescence artefact?],-31,3,25[fluorescence artefact?],54*[fluorescence artefact?],nt,-5,nt,COC(=O)c1cc2sc(Cl)cc2n1CC(=O)Nc1ccc(OC)c(OC)c1OC
5,61,20,17,37,42[fluorescence artefact?],nt,-2,nt,Cc1cnnn1-c1ccc(C(=O)CCl)cc1
-9,99,-7,0,5,-9,-2,0,3,COC(=O)c1ccccc1NC(=O)N1CCN(C/C=C/c2ccccc2)CC1
-10,103,0,0,-8,-5,10,4,0,CS(=O)(=O)N1CCC(C(=O)Nc2ccc(Cl)c(C(F)(F)F)c2)CC1
-10,98,18,-1,4,-1,-6,5,-2,CCN(C(=O)CSc1nncs1)c1c(N)n(Cc2ccccc2)c(=O)[nH]c1=O
-8,89,3,2,-2,-68[fluorescence artefact?],nt,7,nt,CCOc1ccc(NCC(=O)Nc2ccc(Cl)cc2C)cc1
-12,75,5,4,17[fluorescence artefact?],7,-6,0,-2,CCOC(=O)C1=C(C)NC(=O)NC1c1ccc(N(CC)CC)cc1 (stereo not drawn)
-29,203*,0,-3,-2[fluorescence artefact?],-4[fluorescence artefact?],-3,8,2,COc1ccccc1NC(=O)C1=C(C)NC(SCC(=O)c2ccc(C)cc2)=C(C#N)C1c1ccco1 (stereo not drawn)
nt,94,nt,nt,0,-3,0,nt,1,COC(=O)c1c(NC(=O)CCCC(=O)O)sc(C)c1C
-23,nt,-1,2,nt,nt,-15,5,2,CCOc1ccc(Nc2cc(=O)n(C)c(=O)n2C)cc1
-5,97,-13,0,-2[fluorescence artefact?],-8,8,3,-7,CCOC(=O)c1cc2sccc2n1CC(=O)OC(C)C
-9,197,17,-8,24,37[fluorescence artefact?],-13,-1,26,O=C(Nc1sc2c(c1C(=O)NC1CC1)CCCCCC2)c1ccco1
-25,101[fluorescence artefact?],-22,2,-8[fluorescence artefact?],4[fluorescence artefact?],16,4,1,O=C(CSc1c[nH]c2ccccc12)NCC1CCCO1 (stereo not drawn)
nt,139,nt,nt,2[fluorescence artefact?],5[fluorescence artefact?],12,nt,0,CCOC(=O)Nc1cc(Br)c2c(c1)OCCO2
-6,110[fluorescence artefact?],11,-4,-6,2,4,9,-3,COC(=O)Cn1cnc2c(C#N)c3n(c2c1=O)CCCC3
-12,nt,-6,-2,nt,nt,nt,2,nt,COc1ccc(OC)c(Nc2nc(-c3cccc([N+](=O)[O-])c3)nc3ccccc23)c1
-8,98,-3,1,-1,0,-1,4,-3,COc1cc(-c2noc(C3CCCN(S(=O)(=O)c4cccc(Cl)c4)C3)n2)cc(OC)c1OC (stereo not drawn)
-11,130[fluorescence artefact?],19,-4,-38[fluorescence artefact?],-37[fluorescence artefact?],101*,-2,-10,Cc1ccc(SC/C(O)=C(\C#N)c2nc3ccccc3s2)cc1
5,100,0,-3,21,26,0,4,-3,O=C(COC(=O)C1=COCCO1)Nc1ccc2c(c1)OCO2
-6,113[fluorescence artefact?],-29,1,-5[fluorescence artefact?],6[fluorescence artefact?],3,7,-5,O=C(O)CCSc1nnc(-c2cccnc2)n1-c1ccccc1
-13,121,-28,0,4[fluorescence artefact?],3[fluorescence artefact?],32,2,5,O=C1CC(c2ccccc2)n2nc(NS(=O)(=O)c3ccccc3)nc2N1 (stereo not drawn)

# Shown with values under each structure: 2 of the compounds above.
# Fields – PLK1 kinase inh	ERa SRC1 pot	PLK1 PBD inh	FAK inh	ERb coact inh	ERa coact inh	CD11b adhes inh	HIV Rev-RRE inh	CD11b adhes enh
- CCOC(=O)c1c(C)n(C(=O)c2ccco2)c(=O)n1C(=O)c1ccco1
  -2	67	2	-7	8	25	-4	3	-1
- COC(=O)c1c(NC(=O)CCCC(=O)O)sc(C)c1C
  nt	94	nt	nt	0	-3	0	nt	1

# Additional structures
PLK1 kinase inh,ERa SRC1 pot,PLK1 PBD inh,FAK inh,ERb coact inh,ERa coact inh,CD11b adhes inh,HIV Rev-RRE inh,CD11b adhes enh,molecule
-22,nt,8,2,nt,nt,nt,-1,nt,COc1ccc(-c2[nH]c(-c3ccc(C(=O)O)cc3)nc2-c2ccccc2)cc1
-9,147,-5,0,-5,0,-15,6,-1,COCCNC(=O)Nc1ccc2c(c1)N(C)C(=O)CS2
-8,100[fluorescence artefact?],-16,5,13,5,-4,6,-1,Cc1cnc(C(=O)OCC(=O)N(C(C)C)C(C)C)cn1
-10,nt,11,4,nt,nt,nt,12,nt,CCn1c(CC(=O)Nc2ccc(C)c(Cl)c2)nnc1SCc1ccc(Cl)c(Cl)c1
1,104,6,-6,-7,-6,nt,1,nt,CC(=C/c1ccccc1)/C=N/n1cnnc1
-16,nt,-3,2,nt,nt,16,5,-1,CCc1nnc(NC(=O)c2c(OC)cccc2OC)s1
-40,99[fluorescence artefact?],-193,0,-12[fluorescence artefact?],-12[fluorescence artefact?],nt,138*[fluorescence artefact?],nt,C=CCN1C=CC(=C/C=C(/C#N)C(=O)OCC)C=C1
-2,nt,41,-2,nt,nt,nt,-2,nt,CN1/C(=C\C=[N+](C)c2ccccc2)C(C)(C)c2ccccc21
-20,95,-23,1,15,16,4,3,-6,Cc1cc(C)nc(SCc2nnc(SCC(=O)Nc3ccccc3C)n2Cc2ccco2)n1
nt,99,nt,nt,-6,0,0,nt,-2,COc1cccc(C2CC(c3cccc(Br)c3)n3nc(N)nc3N2)c1 (stereo not drawn)
-1,99[fluorescence artefact?],-31,10,0,-25[fluorescence artefact?],-4,28,2,COc1ccc(NC(=O)[C@@H]2[C@@H]3C(=O)N(C4CCCCC4)C(=O)[C@@H]3C3c4ccccc4C=CN32)cc1 (stereo partly drawn)
-7,nt,8,-1,nt,nt,nt,0,nt,CC1CCN(C(=O)C2CCN(S(=O)(=O)c3cccc4nonc34)CC2)CC1
-8,108,-11,0,-12[fluorescence artefact?],-13,-9,8,3,CCc1noc(C)c1C(=O)Nc1sc(C(=O)N(C)C)c(C)c1C(=O)OC
7,nt,9,-4,nt,nt,-1,6,-8,Cc1cccc2sc(NC(=O)CCNS(=O)(=O)c3cccs3)nc12
-9,191[fluorescence artefact?],16,1,22[fluorescence artefact?],32[fluorescence artefact?],7,0,25,O=C(CSc1nc2[nH]ncc2c(=O)n1-c1ccccc1)c1ccc2c(c1)OCCO2
-9,24[fluorescence artefact?],16,1,30[fluorescence artefact?],17,13,-2,6,Cc1cc(C)nc(Nc2ccc(N3CCCC3)cc2)n1
-9,nt,-4,12,nt,nt,nt,-2,nt,O=C(NN=C1c2ccccc2-c2ccccc21)c1ccccn1
16,119,2,-3,-1,-10,-10,2,-2,CCOC(=O)c1snc2c(=O)[nH]cnc12
nt,92,nt,nt,4[fluorescence artefact?],4[fluorescence artefact?],-5,nt,1,COc1ccc2[nH]c(=O)c(CN(Cc3cccnc3)C(=O)Nc3ccccc3)cc2c1
-6,85,4,7,7,-1,21,-2,1,Cc1ccc(C(=O)N2CCN(c3ccc(C(F)(F)F)cn3)CC2)c(C)c1
-16,106,10,-3,-1,-3,10,4,-7,CCOC(=O)N1CCC(NC(=O)CSCc2nc(-c3sccc3C)oc2C)CC1
-7,103,-9,0,-5,0,1,0,-5,Cc1ccc(-n2nnc3c(=O)n(CC(=O)NCC4CCCO4)cnc32)cc1 (stereo not drawn)
-9,86,-11,5,9,4,6,5,-4,COCCCn1c(SCC(=O)NC2CCCC2)nnc1-c1ccco1
-13,nt,13,-2,nt,nt,-12,4,0,CN1CC(=O)NC1=NC(=O)C12CC3CC(CC(C3)C1)C2
-15,111,-3,1,1[fluorescence artefact?],2[fluorescence artefact?],0,5,-2,O=C1CC(Nc2ccccc2)C(=O)N1CCc1ccccc1 (stereo not drawn)

# Shown with values under each structure: entries from further up
# Fields: PLK1 kinase inh, ERa SRC1 pot, PLK1 PBD inh, FAK inh, ERb coact inh, ERa coact inh, CD11b adhes inh, HIV Rev-RRE inh, CD11b adhes enh
- CCc1noc(C)c1C(=O)Nc1sc(C(=O)N(C)C)c(C)c1C(=O)OC
    -8, 108, -11, 0, -12[fluorescence artefact?], -13, -9, 8, 3
- Cc1cccc2sc(NC(=O)CCNS(=O)(=O)c3cccs3)nc12
    7, nt, 9, -4, nt, nt, -1, 6, -8
- O=C(CSc1nc2[nH]ncc2c(=O)n1-c1ccccc1)c1ccc2c(c1)OCCO2
    -9, 191[fluorescence artefact?], 16, 1, 22[fluorescence artefact?], 32[fluorescence artefact?], 7, 0, 25
- Cc1cc(C)nc(Nc2ccc(N3CCCC3)cc2)n1
    -9, 24[fluorescence artefact?], 16, 1, 30[fluorescence artefact?], 17, 13, -2, 6
- O=C(NN=C1c2ccccc2-c2ccccc21)c1ccccn1
    -9, nt, -4, 12, nt, nt, nt, -2, nt
- CCOC(=O)c1snc2c(=O)[nH]cnc12
    16, 119, 2, -3, -1, -10, -10, 2, -2
- COc1ccc2[nH]c(=O)c(CN(Cc3cccnc3)C(=O)Nc3ccccc3)cc2c1
    nt, 92, nt, nt, 4[fluorescence artefact?], 4[fluorescence artefact?], -5, nt, 1
- Cc1ccc(C(=O)N2CCN(c3ccc(C(F)(F)F)cn3)CC2)c(C)c1
    -6, 85, 4, 7, 7, -1, 21, -2, 1
- CCOC(=O)N1CCC(NC(=O)CSCc2nc(-c3sccc3C)oc2C)CC1
    -16, 106, 10, -3, -1, -3, 10, 4, -7
- Cc1ccc(-n2nnc3c(=O)n(CC(=O)NCC4CCCO4)cnc32)cc1 (stereo not drawn)
    -7, 103, -9, 0, -5, 0, 1, 0, -5
- COCCCn1c(SCC(=O)NC2CCCC2)nnc1-c1ccco1
    -9, 86, -11, 5, 9, 4, 6, 5, -4
- CN1CC(=O)NC1=NC(=O)C12CC3CC(CC(C3)C1)C2
    -13, nt, 13, -2, nt, nt, -12, 4, 0
- O=C1CC(Nc2ccccc2)C(=O)N1CCc1ccccc1 (stereo not drawn)
    -15, 111, -3, 1, 1[fluorescence artefact?], 2[fluorescence artefact?], 0, 5, -2
